# hcGAS lum: human cGAS inhibition | inhibition, % at 12.5 µM | 290,000 compounds, 0.081% hits | recombinant h-cGAS, ATP depletion, Kinase-Glo luminescence | Q8N884;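 also: 0% = vehicle reaction and 100% = reaction without DNA for no activity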
# Target sequence (Q8N884 whole entry, looked up): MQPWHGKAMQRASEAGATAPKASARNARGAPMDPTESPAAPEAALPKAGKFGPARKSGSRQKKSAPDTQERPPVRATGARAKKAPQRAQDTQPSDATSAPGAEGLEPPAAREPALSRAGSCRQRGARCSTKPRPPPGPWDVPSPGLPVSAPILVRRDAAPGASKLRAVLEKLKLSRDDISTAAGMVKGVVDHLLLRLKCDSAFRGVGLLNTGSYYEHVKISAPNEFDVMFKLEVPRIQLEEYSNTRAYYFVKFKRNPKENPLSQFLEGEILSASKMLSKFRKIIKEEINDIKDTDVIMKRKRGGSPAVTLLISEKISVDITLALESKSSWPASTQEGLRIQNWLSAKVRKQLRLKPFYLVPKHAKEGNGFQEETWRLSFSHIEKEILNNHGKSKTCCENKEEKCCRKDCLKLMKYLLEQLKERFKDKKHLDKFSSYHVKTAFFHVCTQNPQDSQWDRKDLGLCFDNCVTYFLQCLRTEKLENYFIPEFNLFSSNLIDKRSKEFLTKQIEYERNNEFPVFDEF
# mcGAS lum: blocks mouse cGAS activity | Q8C6L5 | recombinant cGAS, Kinase-Glo ATP depletion luminescence | inhibition, % at 12.5 µM | 160,000 compounds, 0.15% hits;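 also: 0% = negative control wells and 100% = reference inhibitor with no enzyme activity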
# NPYLR7 agonist: mosquito NPYLR7 agonism. HEK293T NPYLR7/Galpha15, GCaMP6s calcium fluorescence. activation, % at 10 µM. 270,000 compounds, 0.15% hits. AID 1259423; in the data active = activation above about 40%;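 also: 0% = vehicle and 100% = reference agonist at the receptor; some compounds past the cut are filed as inactive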
# * hit, by the source's call; · = not tested or not shown; & = joins results of further samples. Rule as the data show it, unless noted: active = inhibition above about 40%; inactive = the rest.
# Start of the data: the first 5 records, ahead of the listing:
nr | structure | hcGAS lum | mcGAS lum | NPYLR7 agonist
1 | O=C(COCc1ccccc1)N1CCN(c2nc(-c3ccccc3Cl)nc3cc(Cl)ccc23)CC1 | -2 | -9 | 18
2 | CNC(=O)[C@@H]1[C@H]2CN(C(=O)N3CCOCC3)CCN2C[C@H]1c1ccccc1 | 0 | -10 | 5
3 | Cc1cc(C)n(-c2nc(-c3ccccc3)cc(=O)n2CC(=O)N2CCN(c3ccccc3)CC2)n1 | -7 | -7 | 4
4 | Cc1ccc(CN(CCc2ccccc2)C(=O)CN(CC2CCCO2)S(=O)(=O)c2ccccc2)o1 (stereo not given) | -2 | -3 | ·
5 | O=C1OC(c2ccc([N+](=O)[O-])cc2Cl)=N/C1=C\C=C\c1ccccc1 | -4 | · | -1

# The listing, repeating the preview:
nr | structure | hcGAS lum | mcGAS lum | NPYLR7 agonist
1 | O=C(COCc1ccccc1)N1CCN(c2nc(-c3ccccc3Cl)nc3cc(Cl)ccc23)CC1 | -2 | -9 | 18
2 | CNC(=O)[C@@H]1[C@H]2CN(C(=O)N3CCOCC3)CCN2C[C@H]1c1ccccc1 | 0 | -10 | 5
3 | Cc1cc(C)n(-c2nc(-c3ccccc3)cc(=O)n2CC(=O)N2CCN(c3ccccc3)CC2)n1 | -7 | -7 | 4
4 | Cc1ccc(CN(CCc2ccccc2)C(=O)CN(CC2CCCO2)S(=O)(=O)c2ccccc2)o1 (stereo not given) | -2 | -3 | ·
5 | O=C1OC(c2ccc([N+](=O)[O-])cc2Cl)=N/C1=C\C=C\c1ccccc1 | -4 | · | -1
6 | COC(=O)C1=C(\N2CCOCC2)CCCC/C=C\1C(=O)OC | -9 | -4 | 17
7 | CNC(=O)c1c(NC(=O)C2CC(C(C)C)=NO2)sc2c1CCCC2 (stereo not given) | -3 | -16 | -4
8 | COc1ccc(/C(=C\C(=O)O)c2nccc3cc(OC)c(OC)cc23)cc1OC | -3 | -4 | 2
9 | COc1ccc(-c2ccc(C(=O)NCCCc3c(C)noc3C)cn2)cn1 | -2 | -16 | 1
10 | CCC(C)NC(=O)C(C)n1ncn2cccc2c1=O (stereo not given) | -7 | · | 2
11 | COc1cc2c(cc1OC)C(c1ccc(F)cc1)N(C(=O)/C=C/c1ccccc1)CC2 (stereo not given) | 6 | 1 | 0
12 | O=C(c1cc(-c2ccccc2Cl)nn1-c1ccc(F)cc1)N1CCN(c2ccc([N+](=O)[O-])cc2)CC1 | -11 | -4 | 16
13 | Cn1cc(C(=O)Nc2ccc(Br)cc2)c2[nH]c(=O)n(-c3ccc(F)cc3)c(=O)c21 | -9 | · | 4
14 | CC(=O)N1CCN(C(=O)c2ccc(CSc3nc(N4CCOCC4)cc(C(F)(F)F)n3)cc2)CC1 | 0 | -3 | 1
15 | OCCN1CCN(c2csc(Cl)n2)CC1 | -9 | -15 | 6
16 | N#CCCN(CCC#N)S(=O)(=O)c1ccc(Cl)cc1 | -2&-8 | -5 | 3&1
17 | CN(C)c1ccc(-c2ccnc3c2CC(C)(C(=O)NCc2ccncc2)O3)cc1 (stereo not given) | -3 | -7 | -14
18 | CC(C)(C)c1ccc(C(=O)Nc2nnc(C3CC3)s2)cc1 | -7 | -5 | -6
19 | COc1ccccc1Nc1nc2ccc(SC)cc2s1 | -1 | · | -2
20 | O=C(NC(c1ccc(Cl)cc1)c1cnccn1)C1CCN(Cc2cccc(C(F)(F)F)c2)CC1 (stereo not given) | 0 | -2 | 8
21 | Cc1ccc(OCc2nnsc2Cl)c(C(=O)Nc2ccncc2)c1 | -6 | -15 | 2
22 | Cc1ccc(-n2nc(-c3ccccc3)c3c2N(CC(=O)NCc2ccc(F)cc2)C(=O)CSC3c2ccccc2Cl)cc1 (stereo not given) | 2 | 0 | -3
23 | O=S(=O)(Nc1nc2ccccc2nc1N1CCCC1)c1ccc(F)c(F)c1 | 0 | · | -2
24 | Cc1nn2c(NCC(C)C)c3c(nc2c1-c1ccccc1)CCCC3 | -4 | -6 | 6
25 | CCOC(=O)C1CCN(C(=O)CC(c2cccc(F)c2)c2cn(CC)c3ccccc23)CC1 (stereo not given) | -6 | -3 | 2

# Record cards (already shown). Values in the order: hcGAS lum | mcGAS lum | NPYLR7 agonist
# Listed for CCOC(=O)C1CCN(C(=O)CC(c2cccc(F)c2)c2cn(CC)c3ccccc23)CC1 (stereo not given) → -6 | -3 | 2
# Listed for COc1ccc(/C(=C\C(=O)O)c2nccc3cc(OC)c(OC)cc23)cc1OC → -3 | -4 | 2
# Listed for O=S(=O)(Nc1nc2ccccc2nc1N1CCCC1)c1ccc(F)c(F)c1 → 0 | · | -2

# Following part:
nr | structure | hcGAS lum | mcGAS lum | NPYLR7 agonist
26 | CCOc1ccc2c(c1)/C(=C(\C(Cl)=C(Cl)Cl)[N+](=O)[O-])N2 | -1 | · | 6
27 | O=C(NCCc1ccccc1)c1cc(C2CC2)n(C2CCS(=O)(=O)C2)n1 (stereo not given) | -3 | -5 | 1
28 | CCOC(=O)c1ccc(N=CC(C#N)c2nc(-c3cccs3)cs2)cc1 (stereo not given) | -4 | -5 | 19
29 | Cc1noc(C)c1C(=O)OCC(=O)c1cc(C)n(-c2nccs2)c1C | -2 | · | 2
30 | CC1(Cc2ccc(Cl)cc2)C(=O)Nc2cccc(Cl)c21 (stereo not given) | -2 | -1 | 0
31 | Cc1cc(=O)[nH]c(SC(C)C(=O)N(C)Cc2ccc(C)o2)n1 (stereo not given) | -5 | -18 | 25
32 | CC1CSc2nnc(CCc3ccccc3)n21 (stereo not given) | 12 | · | -6
33 | COc1ccc(-c2cc(-c3ccccc3Oc3ccccc3)cnc2N)c(OC)c1 | -2 | -2 | 4
34 | COC(=O)c1cccnc1Sc1nc2cc(Cl)ccc2s1 | 16 | · | 11

# Screening data from PubChem.
